Screening results: PubChem, several laboratories
Shn3 inh set2: Schnurri-3 reporter inhibition in Clone20 osteoblasts | Clone20 osteoblast Shn3 3'UTR firefly luciferase, 24 h | inhibition, % at 12.5 µM | 360,000 tested, 0.52% active;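 active = mean inhibition of at least 75% with every replicate also reaching 75%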;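 also: 0% = median of neutral control wells and 100% = pilot-screen positive control compound; some compounds past the cut are filed as inactive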
NR2E3 ag-1: activates human photoreceptor nuclear receptor NR2E3. Q9Y5X4. GST-NR2E3/biotin-RetCOR TR-FRET, 1536-well. inhibition of corepressor binding, % at 4.78 µM. 320,000 tested, 0.12% active. AID 2300;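 active = percent inhibition above the cutoff of mean plus 3 SD of all tested compounds, set per screening campaign, cut at about 20% in these data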;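 also: 0% = DMSO wells and 100% = biotin wells as full block of FRET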
Target sequence (Q9Y5X4 whole entry, looked up): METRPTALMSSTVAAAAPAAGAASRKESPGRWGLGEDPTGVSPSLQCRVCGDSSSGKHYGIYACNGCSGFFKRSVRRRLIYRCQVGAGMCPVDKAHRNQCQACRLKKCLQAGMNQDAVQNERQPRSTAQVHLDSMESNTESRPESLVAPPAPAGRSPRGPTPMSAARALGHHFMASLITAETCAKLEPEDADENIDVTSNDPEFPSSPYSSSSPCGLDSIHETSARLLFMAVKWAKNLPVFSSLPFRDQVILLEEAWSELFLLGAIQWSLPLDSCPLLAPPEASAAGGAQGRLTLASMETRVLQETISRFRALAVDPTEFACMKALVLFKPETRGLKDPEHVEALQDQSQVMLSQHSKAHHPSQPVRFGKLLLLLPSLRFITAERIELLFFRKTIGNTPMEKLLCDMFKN
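Material: NR2E3–RetCOR corepressor complex / Incubation: Compound–protein incubation for 5 h at 4 °C / Dosing: compound at 4.8 µM, single dose / Detection: time-resolved FRET / Benchmarks: high control biotin, low control 0.6% DMSO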
EBV LMP1 NFkB: inhibitors of Epstein-Barr LMP1-induced NF-kappaB reporter. LMP1-induced NF-kappaB luciferase reporter cells, luminescence. inhibition, % at 12.5 µM. 350,000 tested, 0.69% active; in the data active = inhibition above about 41%;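 also: 0% = neutral control wells and 100% = reference inhibitor control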
Peg3 promoter: reduces Peg3 promoter-driven luciferase expression in HeLa; HeLa PEG-Prom luciferase reporter, luminescence, overnight; AID 588405; inhibition, % at 20 µM; 360,000 tested, 1.7% active;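 active = inhibition of at least 50% at 20 µM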
CF NFkB inh: cystic fibrosis NF-kB activation inhibition; KKLEB NF-kB-GFP reporter, PAF-induced, GFP fluorescence overnight; inhibition, % at 5 µM; 360,000 tested, 0.86% active;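 active = at least 50% inhibition at 5 µM, scaled per plate between neutral and stimulator controls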;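 also: PAF is a Pseudomonas aeruginosa culture filtrate used as stimulus; plate controls were PAF-stimulated DMSO wells for no effect and unstimulated DMSO wells for full effect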
TRAIL sens C8: caspase-8 TRAIL sensitization; NB7+C8 cells + TRAIL, ATPlite viability luminescence; inhibition (viability loss, TRAIL sensitization), % at 10 µM; 360,000 tested, 1% active; AID 624354;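 active = compounds causing at least 50% loss of cell viability in the single-dose screen, relative to plate controls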
TRPM1 prom inh: reduces MITF-dependent TRPM1 promoter luciferase signal; SK-MEL-5 TRPM1 promoter luciferase, 24 h; inhibition, % at 12.5 µM; 330,000 tested, 0.83% active; AID 488899;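 active = mean inhibition across replicates of 60% or more, whatever share of single replicates reaches that level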; also: values of inactives mirror those of a sister screen read the other way
NR2E3 ag-2: activates human NR2E3 receptor; 360,000 tested, 0.35% active; inhibition of corepressor binding, % at 3.98 µM; CHO-S Gal4-NCOR/VP16-NR2E3 two-hybrid, luciferase; Q9Y5X4; AID 602229;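 active = inhibition above the mean of all tested compounds plus 3 SD, cut at about 70% in these data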;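 also: 0% = DMSO with NR2E3 transfected cells and 100% = cells lacking NR2E3 construct; higher means lower luciferase signal from less NR2E3 corepressor binding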
hiPSC survival: increases survival of single human iPS cells | survival enhancement, % at 20 µM | 360,000 tested, 0.044% active | hiPSC single-cell survival, ATPlite luminescence; 100% = ROCK inhibitor wells, 0% = DMSO; in the data active = survival enhancement above about 18%;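 also: cells exposed to compounds for 16 hours before the ATP read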
KKLEB cytotox: counter-screen for CF NF-kB inhibitors: cytotoxicity | KKLEB CF airway cells viability, ATPlite luminescence, overnight; stronger effect = lower value; cells stimulated with P. aeruginosa culture filtrate | activity change (cytotoxicity), % at 5 µM | 360,000 tested, 0.36% active;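 active = corrected activity change at or below -50% at 5 µM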
HIF-2a inh: blocks HIF-2a reporter activity; 786-0 RCC cells HIF-2a reporter, luciferase luminescence, overnight; inhibition, % at 18.8 µM; 360,000 tested, 0.72% active; AID 624352;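 active = inhibition of the luminescence signal of 40% or more relative to plate controls, in a single-dose primary screen at 18.75 µM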
* marks the source's active call; other numbers are inactive results; x = no result given.

Results follow in this order: Shn3 inh set2	NR2E3 ag-1	EBV LMP1 NFkB	Peg3 promoter	CF NFkB inh	TRAIL sens C8	TRPM1 prom inh	NR2E3 ag-2	hiPSC survival	KKLEB cytotox	HIF-2a inh
- CCn1cc(C(=O)NCCc2ccc(OC)cc2)c(=O)c2ccc(C)nc21
    2	3	3	10	4	-6	2	-5	-0.3	-1	9
- CC(C(=O)N(C)C1CCS(=O)(=O)C1)N1C(=O)/C(=C/c2ccco2)SC1=S (configuration not stated)
    -15	0	x	8	1	-11	17	-7	-0.5	6	-1
- CN(C)/C=N/n1cnc2ccccc2c1=O
    x	-6	1	-12	0	4	6	-7	0.3	1	-11
- O=C(Nc1ccc(S(=O)(=O)N2CCCCC2)cc1)c1ccc(CN2CCOCC2)cc1
    44	2	5	45	-9	33	16	-1	-0.1	4	-2
- CCn1c2ccccc2c2cc(NC(=O)COC(=O)c3ccc(NC(=O)CC#N)cc3)ccc21
    -6	-3	-28	-47	13	-1	3	0	-0.3	10	5
- O=C(CSCCc1ccccn1)Nc1ccccn1
    0	2	-3	1	-10	-9	-10	4	2.1	3	-13
- O=C(NCc1cccc(Cl)c1)c1cnn2c1NC(c1ccco1)CC2C(F)(F)F (configuration not stated)
    19	1	-3	22	4	-11	7	8	-0.8	4	1
- CC1=C(C)CC2C(=O)N(c3cccc4ccccc34)C(=O)C2C1 (configuration not stated)
    4	-3	0	12	0	10	5	-32	0.8	3	16
- Cc1cc(C)c2c(C)nn(C3CCCCC3)c2n1
    8	3	-2	8	-4	-12	12	7	-0.2	2	0
- CN1CCN(C(c2ccc(F)cc2)c2ccc3cccnc3c2O)CC1 (configuration not stated)
    27	x	-11	-15	1	-4	-11	-10	-0.2	-5	1
- COc1cc(OC)c(NS(=O)(=O)c2c(C(=O)N3CCCCC3)c(C)n(C)c2C)cc1Cl
    -40	1	-3	13	-5	-6	-15	-8	-0.4	-1	8
- COc1ccc(-c2nn(-c3ccccc3)cc2CNC[C@H]2O[C@@H](n3cnc(C(N)=O)n3)[C@H](O)[C@@H]2O)cc1
    -7	x	-2	-1	10	-3	-3	-14	-2.3	-15	-8
- COCCn1c(SCC(=O)NC2CC2)nc2ccccc21
    13	-1	-4	-1	-33	6	-2	-4	-0.4	-3	-5
- COCCN(Cc1ccccc1)C(=S)Nc1ccc(Cl)cc1
    27	-3	-20	-265	-4	2	-10	-9	-0.1	4	-8
- Cc1cc(C)n(CCCNC(=O)CN(C)S(=O)(=O)c2ccc(Cl)cc2)n1
    4	-2	-3	-1	-6	-16	-5	-1	2.1	-6	4
- COc1ccc(-c2cc(C(=O)NCC3CCCCC3)[nH]n2)c(C)c1
    -9	x	x	-44	5	3	x	-26	3.6	-13	-88
- Cc1cccc(NC(=O)NCc2ccccn2)c1
    -83	-1	-8	-53	9	14	-3	-17	-2.5	0	-129
- NC(=O)C1(N2CCCCC2)CCN(C(=S)Nc2cc(F)cc(F)c2)CC1
    16	1	3	24	12	-5	13	5	0.4	-5	12
- C/C(=N\Nc1nc2ccccc2[nH]1)c1ccc(Cl)s1
    -3	-5	43*	-133	-27	17	3	-20	-0.9	8	-145
- COc1ccc(-c2cc3ccc(O)cc3oc2=O)cc1OC
    -19	6	-5	-135	4	7	-22	-19	2.5	-5	-129

Look-ups from above:
CF NFkB inh, CCn1c2ccccc2c2cc(NC(=O)COC(=O)c3ccc(NC(=O)CC#N)cc3)ccc21 is entered as 13
NR2E3 ag-2, CCn1cc(C(=O)NCCc2ccc(OC)cc2)c(=O)c2ccc(C)nc21 is entered as -5

The list goes on.
Results follow in this order: Shn3 inh set2	NR2E3 ag-1	EBV LMP1 NFkB	Peg3 promoter	CF NFkB inh	TRAIL sens C8	TRPM1 prom inh	NR2E3 ag-2	hiPSC survival	KKLEB cytotox	HIF-2a inh
- CC(=O)Nc1ccc(S(=O)(=O)NCCC(=O)OCC(=O)c2cccc(Br)c2)cc1
    3	x	-3	0	18	-2	-2	21	0.3	5	3
- CSc1ccc(Cn2c(C)c(C(=O)NCc3ccc4c(c3)OCO4)sc2=O)cc1
    -26	x	x	3	19	-3	x	-3	-2.3	4	0
- Nc1nc(SCC(=O)Nc2cccc(Oc3ccccc3)c2)n[nH]1
    -1	1	-18	9	1	-5	4	-13	0.0	-20	11
- CCCCN=C(C)C1=C(O)CSC1=O
    -2	-4	-7	-2	8	-8	-3	-1	-1.2	2	-6
- O=C(O)C1C2CCCCC2=C2CCCCC2C1C(=O)O (configuration not stated)
    -4	3	1	53*	19	7	-7	13	-0.7	-14	24
- Cc1c(C2=CCN(S(=O)(=O)c3ccc(Br)cc3)CC2)c2ccccc2n1C
    15	0	-3	17	9	8	-9	-18	0.0	-5	-3
- C/C(=N\NC(=O)C(=O)Nc1cc(Cl)ccc1Cl)c1ccncc1
    -40	0	-12	-7	-9	-8	7	-4	1.1	9	6
- Cc1ccc(SC(C)C(=O)NCc2cccnc2)cc1 (configuration not stated)
    -27	5	8	16	4	-2	2	-20	1.4	12	19
- O=C(Nc1cc(S(=O)(=O)N2CCOCC2)ccc1OCC(F)(F)F)C1CCCC1
    21	x	-7	9	-15	-14	x	16	7.2	10	10
- Cc1cc(C)cc(N(CC(=O)NCc2ccc3c(c2)OCO3)C(=O)CCC(=O)Nc2ccccn2)c1
    25	-3	-14	22	-14	-6	-3	-9	3.2	6	17
- Cc1nn(-c2ccccc2)c(C)c1/C=N/n1c(-c2ccc(C(C)(C)C)cc2)n[nH]c1=S
    -7	1	5	13	6	46	-7	-44	2.0	4	4
- Cc1cc(C)c(S(=O)(=O)N2CCCOC2CNC(=O)C(=O)NCCCn2ccnc2)c(C)c1 (configuration not stated)
    -27	-1	-8	-13	-9	5	-3	-2	2.2	2	13
- COc1ccc2ccc(OCC(=O)N3c4ccccc4NC(=O)CC3C)cc2c1 (configuration not stated)
    -14	2	-4	5	7	3	1	-12	-0.3	4	6
- Cc1ccc(Nc2nc(Oc3ccc(=O)[nH]n3)nc(N(C)C)n2)cc1
    21	4	6	11	16	-3	5	8	3.4	-2	13
- O=C(N/N=C/c1ccccc1OCc1ccccc1Cl)c1cccnc1
    -7	-2	-42	-5	6	8	1	-19	-1.3	-2	-17
- COC(=O)c1ccsc1NS(=O)(=O)c1ccccc1
    3	2	-5	-4	3	15	-3	-54	-0.4	6	12
- COc1ccc(NC(=O)CC2SC3=NCCN3C2=O)cc1 (configuration not stated)
    0	4	10	5	-4	4	0	-4	3.3	0	9
- COC(=O)NNC(=O)c1ccc(Cl)cc1Cl
    2	-2	-2	-15	-5	4	2	-7	1.7	10	10
- COc1ccc(CC(=O)Nc2cccc(C)n2)cc1OC
    -3	-1	-1	0	3	2	2	-21	-0.7	5	2
- CCCNc1nc2c(c(=O)n(C)c(=O)n2C)n1CCC(C)C
    30	-2	8	23	6	14	23	16	-2.3	-5	10
- CC(=O)N1CCC(O)(c2cccc(C(F)(F)F)c2)CC1
    -2	1	-1	-8	-4	2	-4	23	-2.0	-2	8
- CCOC(=O)c1cnc2ccccc2c1Nc1cccc(C(=O)O)c1
    -4	11	-4	1	2	5	5	-24	-1.8	17	3
- COc1ccc(-c2nn(-c3ccccc3)cc2C(=O)Nc2ccc(C(=O)O)cc2)cc1
    -12	1	1	3	2	15	-14	6	-0.4	5	-18
- O=C(Nc1ccc(F)cc1F)C1(c2cccs2)CCOCC1
    -10	-1	-6	1	10	-18	1	-8	-0.9	-12	14
- O=C(Nc1cccc2ccccc12)N1CCOCC1
    0	4	-3	-8	22	-9	6	-1	0.1	-8	11
- CC(=O)Oc1ccccc1-c1nc(/C=C/c2ccccc2)no1
    -45	x	-19	-289	-9	0	-60	-162	-0.2	5	-183
- CCN1CCCC1CNCc1cccc(OC)c1OCc1ccccc1F (configuration not stated)
    -29	2	-12	0	13	15	-4	0	1.9	-2	-7
- Cc1ccccc1C(=O)Nc1ccc(CN2CCOCC2)cc1
    -8	x	5	-19	14	-5	-7	-10	-0.2	2	-19
- Cc1cc(NC(=O)CCC(=O)N(CC(=O)NC2CCCC2)c2ccc(F)cc2)no1
    7	1	1	2	8	-4	-1	-13	-0.3	-2	12
- CC1=C(C(=O)Nc2cc(C)ccn2)C(c2ccc(C)cc2)C2=C(CCCC2=O)N1 (configuration not stated)
    -16	6	0	-5	9	5	-1	-15	1.6	-8	-42
- CCOC(=O)N(C)[C@H]1C[C@H]2c3[nH]c4ccccc4c3CCN2C[C@H]1[C@H](C)O
    9	x	x	18	-11	-3	x	-10	-0.3	-5	-38
- COc1ccc(C2=NS(=O)(=O)N(C)C(C(=O)N3CCOCC3)=C2)cc1
    -6	2	3	-7	4	0	x	-25	-1.7	6	-7
- O=C(Nc1ccc(SC(F)(F)F)cc1)c1ccccn1
    -18	-2	-30	-211	-1	49	-31	-139	-2.5	-10	-135
- CCOC(=O)Cc1csc(NC(=O)CN2C(=O)c3ccccc3C2=O)n1
    24	-2	0	1	-10	8	4	7	-0.5	0	15
- CCNc1nc(Oc2ccc(C(=O)OCC)cc2)nc(SC)n1
    8	-1	1	15	18	-2	10	-13	-0.1	1	17
- O=S(=O)(/C=C/c1ccccc1)NCc1ccccc1Cl
    -2	0	3	17	11	0	19	14	-1.7	2	21
- O=C(NCC(=O)N1CCC2(CC1)NCCc1[nH]cnc12)c1ccccc1F
    -4	1	-2	-22	-24	-2	-5	-2	-0.2	23	-6
- O=C(COC(=O)CNC(=O)c1ccc(Cl)cc1)Nc1ccc2c(c1)OCCO2
    -11	2	-6	-9	14	-13	6	-4	-0.8	-5	-1
- COc1ccc(CCNC(=O)Cn2nnc(-c3cccc(OC)c3OC)n2)cc1OC
    1	-2	-2	17	-1	-2	-8	-32	1.1	16	1
- Cc1nn(C2CC(O)C(O)C(CO)O2)c(=O)[nH]c1=O (configuration not stated)
    21	x	6	7	-1	-1	2	24	4.8	4	18
- Cc1csc(NC(CO)c2nc3ccccc3n2CCOCCO)n1 (configuration not stated)
    -5	0	-3	5	18	11	0	-1	-2.0	-16	-2
- C=CCn1c(-c2cccc3ccccc23)n[nH]c1=S
    7	-1	8	11	-9	-5	-4	-1	4.0	16	2
- COc1ccccc1NC(=O)Cn1c(=O)oc2cc(S(=O)(=O)N3CCCC3)ccc21
    20	3	-3	3	-3	-7	5	13	-0.5	12	4
- COc1ccc(C(=O)N2CCN(C(=O)c3ccncc3)CC2)cc1
    -16	1	-3	7	-1	7	4	-3	-0.8	5	10
- Cc1ccc(C)c(NS(=O)(=O)c2cc(C(=O)NCc3ccco3)ccc2C)c1
    10	-2	10	20	-10	3	7	-10	-0.6	4	16
- Cc1cccc(OCc2nnc(SCC(=O)O)n2Cc2ccccc2)c1
    -8	2	3	1	7	-27	11	-11	-0.8	17	10
- C/C(=N\NC(=O)CC#N)C1COc2ccccc2O1 (configuration not stated)
    -16	3	-1	6	-8	0	4	-5	-1.1	10	9

A portion of the library; count on the stated rates, not on these rows.
